ssDAF12 agonist – activates DAF-12 receptor from parasite S. stercoralis | HEK293 ssDAF-12/GRIP1 lit1-tk-luc reporter, luminescence; % of 3 µM dafachronic acid response | activation, % at 6.8 µM | actives 1% (n = 370,000) | AID 652126;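 active = activation above the mean over all tested compounds plus 3 SD, cut at about 0.9% in these data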;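 also: 0% = DMSO-only wells and 100% = 3 µM delta7-dafachronic acid wells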
ADAM17 inh – ADAM17 inhibition, QFRET primary screen. recombinant ADAM17, EDANS/DABCYL FRET peptide cleavage. inhibition, % at 6.95 µM. actives 0.83% (n = 370,000);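 active = inhibition above the mean of compounds lying between control limits plus 3 SD, set per campaign, cut at about 8.5% in these data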;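 also: 0% = DMSO-only wells as the low control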
DAX1 inh-1 – inhibitors of DAX1 repression of SF-1 activated StAR promoter | inhibition, % at 6.8 µM | HEK293T StAR-luciferase reporter, SF-1/DAX-1 repression relief | AID 652010 | actives 1.1% (n = 370,000);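 active = inhibition above the mean over all tested compounds plus 3 SD, cut at about 3.6% in these data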;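 also: 0% = DAX-1 cells with DMSO and 100% = cells lacking DAX-1 with DMSO; higher inhibition means more luminescence from relief of DAX-1 repression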
ADAM10 inh – ADAM10 inhibition, QFRET primary screen; actives 0.62% (n = 370,000); inhibition, % at 7 µM; recombinant ADAM10, EDANS/DABCYL FRET peptide cleavage, 3 h; O14672;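 active = inhibition above a per-campaign cutoff equal to the mean of compounds falling between control-based bounds plus 3 SD, cut at about 20% in these data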;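 also: 0% = DMSO wells while the 100% control is not disclosed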
hgDAF12 agonist – agonists of H. glycines DAF-12 nuclear receptor; HEK293 GAL4-hgDAF12 UAS-luciferase reporter, agonist luminescence; normalized to butyrate control; activation, % at 6.8 µM; actives 1.8% (n = 370,000);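 active = activation above a cutoff set at the mean of all screened compounds plus 3 SD, cut at about 10% in these data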;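 also: 0% = DMSO wells and 100% = sodium butyrate wells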
DAX1 inh-2 – NR0B1 (DAX1) inhibition; inhibition, % at 6.75 µM; HEK293 Gal4-DAX1 luciferase reporter, luminescence; actives 0.99% (n = 340,000); P51843; AID 504766;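 active = inhibition above the mean over all tested compounds plus 3 SD, cut at about 4.2% in these data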;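 also: 0% = DAX1-transfected cells with DMSO and 100% = empty-vector control cells with DMSO; inhibition shows as a rise in luminescence from relieved DAX1 repression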
hcDAF-12 act – activators of H. contortus DAF-12 nuclear receptor | actives 1.4% (n = 370,000) | AID 652067 | HEK293 hcDAF-12 lit1-tk-luc reporter, luminescence; 0% DMSO, 100% Δ7-dafachronic acid | activation, % at 6.8 µM;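 active = activation above the mean of all tested compounds plus 3 SD, cut at about 5.5% in these data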;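 also: 100% = response to 3 µM Δ7-dafachronic acid high control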
GAA850 FXN act – activators of GAA850 frataxin (FXN) promoter; activation, % at 6 µM; actives 0.56% (n = 360,000); HEK293 lucGAA850 FXN promoter luciferase reporter, 24 h; percent of 10 µM SAHA response;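 active = activation above the average of all compounds screened plus 3 SD, cutoff fixed separately per campaign, cut at about 7.5% in these data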;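 also: 0% = DMSO wells and 100% = 10 µM SAHA wells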
PLCb3 inh – blocks human PLC-beta3 enzyme activity. Q01970. Purified PLC-beta3, fluorogenic substrate, fluorescence. inhibition, % at 12.2 µM. actives 0.18% (n = 370,000). AID 720704; in the data active = inhibition above about 11%;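 also: 0% = median of compound wells on plate and 100% = full blocker control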
Target sequence (Q01970 whole entry, looked up): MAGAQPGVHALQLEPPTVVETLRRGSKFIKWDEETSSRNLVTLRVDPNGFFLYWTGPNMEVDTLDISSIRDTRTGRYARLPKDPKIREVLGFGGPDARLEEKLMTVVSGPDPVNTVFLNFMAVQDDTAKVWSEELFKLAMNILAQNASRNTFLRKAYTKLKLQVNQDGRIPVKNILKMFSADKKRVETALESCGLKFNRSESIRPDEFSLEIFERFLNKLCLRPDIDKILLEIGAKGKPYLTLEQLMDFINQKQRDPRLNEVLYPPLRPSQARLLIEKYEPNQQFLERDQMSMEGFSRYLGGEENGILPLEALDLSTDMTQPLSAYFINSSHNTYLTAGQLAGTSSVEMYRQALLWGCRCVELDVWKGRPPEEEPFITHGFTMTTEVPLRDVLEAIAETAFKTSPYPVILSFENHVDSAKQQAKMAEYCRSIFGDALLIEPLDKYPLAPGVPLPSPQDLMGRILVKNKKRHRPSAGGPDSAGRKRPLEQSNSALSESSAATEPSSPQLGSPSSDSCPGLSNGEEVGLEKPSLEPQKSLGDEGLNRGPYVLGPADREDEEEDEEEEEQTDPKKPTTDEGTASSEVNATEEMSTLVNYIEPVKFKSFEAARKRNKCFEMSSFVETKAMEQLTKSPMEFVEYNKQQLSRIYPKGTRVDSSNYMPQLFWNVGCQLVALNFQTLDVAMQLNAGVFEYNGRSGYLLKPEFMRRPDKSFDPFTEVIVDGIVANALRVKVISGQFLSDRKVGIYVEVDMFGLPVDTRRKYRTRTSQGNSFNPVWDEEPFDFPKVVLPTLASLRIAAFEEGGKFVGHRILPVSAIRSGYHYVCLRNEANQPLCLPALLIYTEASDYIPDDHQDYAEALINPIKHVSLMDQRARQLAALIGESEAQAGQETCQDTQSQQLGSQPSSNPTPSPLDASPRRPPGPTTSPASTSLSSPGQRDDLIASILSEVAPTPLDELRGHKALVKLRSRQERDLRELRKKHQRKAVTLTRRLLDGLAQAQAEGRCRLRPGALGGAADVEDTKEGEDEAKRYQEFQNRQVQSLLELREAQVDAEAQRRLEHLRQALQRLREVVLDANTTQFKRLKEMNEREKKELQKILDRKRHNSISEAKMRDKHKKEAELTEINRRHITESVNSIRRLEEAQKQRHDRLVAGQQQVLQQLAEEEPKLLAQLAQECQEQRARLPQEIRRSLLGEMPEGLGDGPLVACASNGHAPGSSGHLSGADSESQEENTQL
HGIII-sPLA2 inh – Blocks human group III sPLA2 activity; Q9NZ20; QFRET BODIPY PC-A2 liposome hydrolysis, fluorescence; inhibition, % at 12.2 µM; actives 0.56% (n = 370,000); AID 743126;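 active = inhibition above mean plus 3 SD of compounds lying within the high and low control bounds, cut at about 19% in these data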;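 also: 0% = median of test compound wells and 100% = no enzyme DMSO wells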
PLC-gamma1 inh – blocks human PLC-gamma1 enzyme activity; purified PLC-gamma1, fluorogenic substrate, fluorescence; inhibition, % at 12.2 µM; actives 0.84% (n = 370,000); in the data active = inhibition above about 9.5%
Starred values were filed as active, the others as inactive; . = no result given.

SMILES	ssDAF12 agonist	ADAM17 inh	DAX1 inh-1	ADAM10 inh	hgDAF12 agonist	DAX1 inh-2	hcDAF-12 act	GAA850 FXN act	PLCb3 inh	HGIII-sPLA2 inh	PLC-gamma1 inh
COc1cccc(CN(Cc2ccccc2F)S(=O)(=O)c2ccc(S(=O)(=O)NCc3ccccc3)cc2)c1	-1.5	6	0.9	0	-1.7	1.4	-1.6	5.4	-3	-8	8
Cc1c(C(=O)NCC(C)C)sc2nc(-c3ccc(F)cc3)cn12	-0.4	-4	2.4	-9	4.4	1.1	0.1	2.3	-1	16	9
Cc1noc(C)c1C(=O)Nc1ccccn1	-0.6	2	0.7	5	1.7	2.1	1.6	-2.5	2	6	3
CCCN(Cc1cc2ccccc2[nH]c1=O)C(=O)c1cccc([N+](=O)[O-])c1	-1.5	-2	-0.1	1	0.7	2.2	-0.4	-1.1	-4	2	1
COc1ccc(CC(=O)NC(=S)Nc2ccc(S(=O)(=O)NC(C)(C)C)cc2)cc1	-1.4	9.9*	-1.4	18	-0.4	-0.8	-2.0	-0.1	-7	-53	5
Cc1ccc(C(=O)NCC(=O)OCC(=O)Nc2ccccc2C#N)s1	-0.5	1	-0.5	4	2.3	2.1	-1.6	-0.8	3	1	3
CCCCN1CC(=O)N2[C@H]3c4ccccc4OC[C@@H]3[C@H](c3ccccc3)[C@]2(C)C1=O	-0.5	0	0.1	2	-0.1	1.0	-0.3	5.8	2	-2	0
Cc1ccc(C)c(NC(=O)CN2C(=O)CCSc3ccccc32)c1	-1.4	6	0.1	-5	-3.9	.	-3.7	.	2	8	2
CC1(C)CC(=NNC(=O)c2n[nH]c3c2CCC3)CC(C)(C)N1	-0.6	4	-0.6	5	0.4	-0.3	0.1	0.4	5	2	2
CCc1ccc(N2CC(C(=O)N(CC)CC(=O)Nc3c(F)cccc3F)CC2=O)cc1 (stereo unspecified)	-0.7	2	-0.2	-10	1.6	1.0	-0.5	-0.7	-9	-4	1
CCOc1ccc(S(=O)(=O)Nc2cc(F)ccc2F)c2cccnc12	-0.3	-5	0.2	-1	-1.7	0.4	-1.1	1.3	-12	-2	-4
CC1CCCN(C(=O)Nc2ccc([N+](=O)[O-])cc2)C1 (stereo unspecified)	-1.7	3	1.7	6	4.8	.	2.2	.	5	2	2
Cc1ccc(CNS(=O)(=O)c2ccc(CN3C(=O)c4cccnc4C3=O)cc2)o1	-1.3	-5	0.0	-14	-0.3	3.6	0.3	-0.5	-7	9	-1
O=C(COC(=O)Cc1ccc(S(=O)(=O)N2CCOCC2)s1)NCc1ccccc1	-1.6	-2	1.1	-4	0.8	0.3	-2.3	-2.4	-4	-27	-5
CC(C)(C)NC(=O)NC(=O)COC(=O)C1CC(=O)N(Cc2ccccc2)C1 (stereo unspecified)	-1.1	2	0.1	10	2.0	0.3	-0.3	-0.7	7	13	6
O=C(OCc1nc2ccc(Cl)cc2n1CCO)c1ccccc1	-0.4	1	0.4	5	8.8	-0.5	2.1	2.7	-3	-7	-2
Cc1cccc(OCCN2C(=O)c3ccccc3C2=O)c1	0.2	-4	1.8	-2	8.2	2.4	2.1	0.8	4	0	0
O=C(CC(=O)c1ccccc1)Nc1cccnc1	-1.6	2	0.7	0	0.8	0.3	0.0	0.0	2	-4	-2
COC(=O)c1sc(N)c(C(=O)OC)c1COC(=O)CNS(=O)(=O)c1ccc(C)c(C)c1	-0.9	-4	-0.6	-9	1.9	-1.6	2.2	-2.7	-2	-37	-3
CSc1ncnc2c1ncn2CCCN(C)CCc1ccccn1	-1.5	2	-1.2	-2	1.2	0.1	-1.2	0.8	-3	5	4
CCn1ccnc1CNC(=O)CC1C(=O)NCCN1Cc1ccccc1F (stereo unspecified)	-0.5	-1	0.0	-3	-1.9	-0.8	-0.6	0.4	-6	-1	-2
COCCC(=O)N1CCC(Oc2ccc(C(=O)NCc3ccon3)cc2)CC1	-0.7	-1	0.3	1	0.8	0.3	0.0	-1.0	-2	2	0
Cc1ccc(O)c(NC(=O)C2CC(c3cccc(Br)c3)=NO2)c1 (stereo unspecified)	-1.1	1	0.5	5	1.1	0.2	1.3	0.9	-6	-28	1
CCN(CC(=O)NCc1cccs1)C(=O)c1cccc(S(=O)(=O)NC)c1	-0.9	1	0.1	-3	0.8	0.3	1.2	-0.2	-3	5	1
CCc1ccc(C(C)NC(=O)Cn2cnc3c(=O)n(C)c(=O)n(C)c32)cc1 (stereo unspecified)	-0.5	0	-0.6	3	-1.3	0.4	-1.0	-0.8	-2	0	2
CC(=O)N1N=C(c2c(-c3ccccc3)c3cc(C)ccc3[nH]c2=O)CC1c1ccco1 (stereo unspecified)	-1.3	-71	-0.6	-189	-2.5	-0.5	-2.7	-0.2	-90	-22	-61
CCCC(=O)Nc1ccc(Cl)c(NC(=O)c2cccnc2Cl)c1	-0.7	0	1.1	-6	4.3	-0.4	-1.3	-2.4	-1	1	1
Cc1onc(-c2ccccc2)c1C(=O)N/N=C/c1ccc(O)c([N+](=O)[O-])c1	-0.9	-2	-2.0	6	0.7	0.2	-1.0	0.8	4	6	6
Cc1ccccc1C(=O)n1ccc2ccc(-c3ccc4ccn(Cc5ccccc5)c4c3)cc21	-0.8	-13	-1.5	-45	-0.1	.	0.9	.	-71	0	-50
Nc1nc(SCC(=O)O)[nH]c(=O)c1NC(=O)c1ccco1	-0.5	-3	1.8	-10	1.7	0.6	-0.3	2.6	-7	6	-2
COC(=O)C(CCSC)NC(=O)C12CC3CC(CC(C3)C1)C2 (stereo unspecified)	-1.6	0	-0.4	1	0.0	1.0	-0.6	2.6	0	1	1
Cc1cc(C)c(S(=O)(=O)c2cc(F)ccc2C)c(Cl)n1	-1.1	0	-0.2	4	-0.7	-0.8	0.8	3.1	-6	0	-4
CC[C@@H]1C(c2cccc(C)c2)=NN(c2ccccc2)[C@H]1C(=O)N1CCOC1=O	-0.9	-17	2.0	-68	1.1	-0.7	1.5	-0.6	-72	-3	-45
COc1cccc(CNS(=O)(=O)c2cc3c(cc2C)NC(=O)CO3)c1	-1.0	-1	-0.4	-12	5.1	-0.2	-1.9	-1.1	0	-8	-1
CCCn1c(C)cc(/C=C(\C#N)C(=O)OCC(=O)Nc2cc(OC)c(OC)c(OC)c2)c1C	-0.4	1	1.0	-5	2.3	-0.1	-0.9	4.3	-23	-3	-19
CCC[C@H]1[C@@H](O)CC[C@@]23CCCN2C(=O)CCC[C@@H]13	0.3	-6	.	-3	-0.5	.	0.6	.	-1	7	2

Sorted by SMILES length (smallest number first): some entries from above
SMILES	ssDAF12 agonist	ADAM17 inh	DAX1 inh-1	ADAM10 inh	hgDAF12 agonist	DAX1 inh-2	hcDAF-12 act	GAA850 FXN act	PLCb3 inh	HGIII-sPLA2 inh	PLC-gamma1 inh
Cc1c(C(=O)NCC(C)C)sc2nc(-c3ccc(F)cc3)cn12	-0.4	-4	2.4	-9	4.4	1.1	0.1	2.3	-1	16	9
Cc1ccc(O)c(NC(=O)C2CC(c3cccc(Br)c3)=NO2)c1 (stereo unspecified)	-1.1	1	0.5	5	1.1	0.2	1.3	0.9	-6	-28	1
CCC[C@H]1[C@@H](O)CC[C@@]23CCCN2C(=O)CCC[C@@H]13	0.3	-6	.	-3	-0.5	.	0.6	.	-1	7	2
Cc1ccc(CNS(=O)(=O)c2ccc(CN3C(=O)c4cccnc4C3=O)cc2)o1	-1.3	-5	0.0	-14	-0.3	3.6	0.3	-0.5	-7	9	-1
CCc1ccc(N2CC(C(=O)N(CC)CC(=O)Nc3c(F)cccc3F)CC2=O)cc1 (stereo unspecified)	-0.7	2	-0.2	-10	1.6	1.0	-0.5	-0.7	-9	-4	1
COc1ccc(CC(=O)NC(=S)Nc2ccc(S(=O)(=O)NC(C)(C)C)cc2)cc1	-1.4	9.9*	-1.4	18	-0.4	-0.8	-2.0	-0.1	-7	-53	5
Cc1ccccc1C(=O)n1ccc2ccc(-c3ccc4ccn(Cc5ccccc5)c4c3)cc21	-0.8	-13	-1.5	-45	-0.1	.	0.9	.	-71	0	-50
COC(=O)c1sc(N)c(C(=O)OC)c1COC(=O)CNS(=O)(=O)c1ccc(C)c(C)c1	-0.9	-4	-0.6	-9	1.9	-1.6	2.2	-2.7	-2	-37	-3
CCCCN1CC(=O)N2[C@H]3c4ccccc4OC[C@@H]3[C@H](c3ccccc3)[C@]2(C)C1=O	-0.5	0	0.1	2	-0.1	1.0	-0.3	5.8	2	-2	0

Additional compounds:
SMILES	ssDAF12 agonist	ADAM17 inh	DAX1 inh-1	ADAM10 inh	hgDAF12 agonist	DAX1 inh-2	hcDAF-12 act	GAA850 FXN act	PLCb3 inh	HGIII-sPLA2 inh	PLC-gamma1 inh
CC1CCC(NC(=O)CCNS(=O)(=O)c2ccccc2)CC1 (stereo unspecified)	-0.4	-4	1.3	-1	1.3	0.8	0.4	0.8	-5	3	6
O=C(CN1C(=O)c2cccc3cccc1c23)Nc1ccccc1	-0.6	-8	-0.1	-17	-1.3	-0.8	1.8	2.6	-127	0	-87
COc1cc(CNC(=O)C2CC2)ccc1OCc1ccccc1	-0.2	1	0.2	-2	4.8	1.4	0.4	6.1	-1	-2	6
O=C(CN1C(=O)NC2(CCCc3ccccc32)C1=O)NCc1ccco1 (stereo unspecified)	-1.2	-3	-0.4	-1	-1.2	1.2	-0.7	2.9	-1	-2	0
O=C(NCc1ccccc1)c1ccc(CSc2ccccc2)o1	-1.8	-5	0.9	-6	0.6	0.6	-1.8	-0.2	-6	-8	-2
O=C1N(Cc2ccccc2)c2ccccc2C12CCCc1oc(CCc3ccccc3)nc12 (stereo unspecified)	-1.8	4	-1.1	10	-2.7	.	-4.5	.	0	3	1
Cc1cccc(C)c1C(=NCCN(C)C)c1ccccc1	-1.0	1	0.4	2	-0.4	0.0	-0.1	-0.6	-5	-12	0
CC(C)N(Cc1nnc(-c2ccccc2Cl)o1)C(=O)COc1cccc(Cl)c1	-0.5	0	-1.4	-12	-1.8	0.8	-0.3	-1.4	4	-13	1
CC(C)c1ccccc1NC(=O)CN1C(=O)c2ccccc2C1=O	-1.3	-4	0.0	-12	-0.9	0.3	-0.4	-1.6	-8	8	-1
O=C(CCCc1nc2ccccc2s1)NNC(=O)CCN1CCN(Cc2ccccc2)CC1	-0.8	-3	-0.5	-6	1.3	-0.5	-2.0	0.4	-5	-3	-1
COc1ccc(S(=O)(=O)N2CCOCC2)cc1NC(=O)CSc1nnc(NC2CC2)s1	-0.9	5	0.0	-4	-0.8	0.4	-1.5	-0.6	-1	3	6
COc1ccc(/C=C/C(=O)Nc2cccc(C(C)=O)c2)cc1	0.5	2	1.0	9	7.2	-0.5	1.2	0.5	2	-11	2

Bioassay records: PubChem BioAssay, The Scripps Research Institute Molecular Screening Center
